Source: PubChem BioAssay
15-hLO inh: blocks human 15-lipoxygenase activity; P16050; purified 15hLO-1, xylenol orange hydroperoxide absorbance; Potency, µM (doses to about 57.1 µM), without a hit: top-dose activity change, negative = inhibition, actives largely listed as inhibitors; 74,000 compounds, 1.4% hits; further: potency means the concentration at half of the fitted maximal effect; on the % scale 0 is the no-effect control and ±100 the full control effect; nearly all actives have a fitted effect of over 55% in size
Target sequence (P16050 whole entry, looked up): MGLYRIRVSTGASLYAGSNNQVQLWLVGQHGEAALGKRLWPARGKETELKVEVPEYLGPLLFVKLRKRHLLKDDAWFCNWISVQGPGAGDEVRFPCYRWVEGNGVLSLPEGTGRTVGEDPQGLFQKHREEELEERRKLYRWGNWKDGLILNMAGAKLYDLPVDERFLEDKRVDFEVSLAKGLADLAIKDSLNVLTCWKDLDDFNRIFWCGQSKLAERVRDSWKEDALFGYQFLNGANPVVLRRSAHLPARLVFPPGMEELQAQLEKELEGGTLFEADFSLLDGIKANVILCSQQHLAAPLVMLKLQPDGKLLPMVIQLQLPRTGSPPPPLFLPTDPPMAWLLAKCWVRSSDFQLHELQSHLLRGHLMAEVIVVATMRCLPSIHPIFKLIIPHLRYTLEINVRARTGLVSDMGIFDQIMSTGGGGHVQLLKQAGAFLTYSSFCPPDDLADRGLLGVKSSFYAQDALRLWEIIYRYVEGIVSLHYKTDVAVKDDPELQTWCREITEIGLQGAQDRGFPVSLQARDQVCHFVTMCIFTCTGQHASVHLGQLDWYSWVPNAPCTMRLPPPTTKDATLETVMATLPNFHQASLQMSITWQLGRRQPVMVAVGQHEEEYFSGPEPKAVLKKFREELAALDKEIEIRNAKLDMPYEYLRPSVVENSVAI
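Purified human 15hLO-1 (40 nM final) in 25 mM Hepes pH 7.5, 0.01% Triton X-100 was preincubated with compound 15 min at room temperature, then reacted 6 min with 50 uM arachidonic acid; hydroperoxide detected by Fe-XO, 573/405 nm absorbance ratio.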
Rhodamine fluor: compound autofluorescence in rhodamine spectral region | Rhodamine-region fluorescence, 547/598 nm, Tris buffer; hits give high values | 59,000 compounds, 0.05% hits | max dye-equivalent concentration, M; in the data active means max dye-equivalent concentration above about 11 nM; inconclusive means between about 1.1 nM and that limit
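Compounds in 100 mM Tris buffer, pH 8.0, were incubated 15 min at room temperature, then read at 547 nm excitation and 598 nm emission. Fluorescence was normalized against a per-plate six-point rhodamine standard curve as dye-equivalent concentration.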
HBB splice mod: modulators of hemoglobin beta chain splicing; AID 925; HBB splicing reporter cell assay, activation; EGFP reporter with mutant IVS2-654 intron; response scale: normalised to 500 nM splice-correcting PNA; 65,000 compounds, 0.06% hits; Potency, µM (top dose mostly 46.1 µM), for inactives: at the highest dose activation, hits mostly activators; further: potency means the concentration at half of the fitted maximal effect; 0% is about no effect
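HeLa cells stably expressing EGFP interrupted by mutant beta-globin intron 2 (IVS2-654), 500/well in 2% FCS. Treated with compound for 2 days at 37C. Splicing correction scored as total well GFP intensity (488 nm excitation, 500-520 nm emission); 500 nM antisense PNA served as control.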
Epigenetic mod: epigenetic GFP locus derepression in mouse cells | 68,000 compounds, 0.09% hits | Potency, µM (series often up to 46.1 µM), without a hit: at the highest dose GFP derepression (activation) | mouse C127i GFP locus derepression, cytometry, 30 h; further: % of control where 0% means no effect
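Derepression screen: silenced CMV-GFP reporter in murine C127i cells, 30 h compound incubation at 37 C, washed cells imaged by laser-scanning cytometer to enumerate GFP-expressing objects of 20 to 120 um.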
Ub-GFP proteasome: proteasome inhibitors stabilizing ubiquitin-GFP reporter. AID 526. 67,000 tested, under 10 active. Ubiquitin-GFP reporter cells, proteasome inhibition, GFP fluorescence; response scale: untreated = 0%, 10 µM MG-132 = 100%. Potency, µM (titrated, usually from 45.9 µM), inactives show at the top dose activation (GFP accumulation), hits mostly activators; active means well fitted activation curve with a large enough effect, not every such curve was filed as active; inconclusive means small, poorly fitted or top-dose-only effect, or another doubt; inactive means no such curve, though single readings can be large or run the other way; further: potency means the concentration at half of the fitted maximal effect
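U2OS Ub(G76V)-GFP reporter; O/N plating, 0.5% FBS; cpd 46 uM–2.9 nM, 4 h, 37 °C; GFP+ cell count, 488/515 nm; norm. to basal vs 10 uM MG-132; CRC fit.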
Pol III holo inh: DNA polymerase III holoenzyme inhibition; reconstituted DNA polymerase III holoenzyme replication, biochemical; Potency, µM (titrated, usually from 57.1 µM), for inactives: at the top dose activity change, negative = inhibition; 71,000 compounds, 0.25% hits; further: potency means the concentration at half of the fitted maximal effect; on the % scale 0 is the no-effect control and ±100 the full control effect
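Reconstituted *E. coli* holoenzyme (0.35 nM Pol III, 1 nM beta, 154 nM SSB, 2 nM primase) was preincubated with compound for 15 min at RT. Synthesis on 1.4 nM ssM13Gori ran 35 min, then was stopped with PicoGreen/EDTA and read as dsDNA fluorescence.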
4-MU autofl: compounds fluorescent in 4-MU spectral region. compound autofluorescence, 340/450 nm, 4-MU equivalents; hits give high values. max dye-equivalent concentration, M. 59,000 compounds, 11% hits; in the data active means max dye-equivalent concentration above about 10 nM; inconclusive means mostly about 1.1 nM to 9.6 nM
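Compounds in 100 mM Tris, pH 8.0, sat 15 min at room temperature before fluorescence was read at 340 nm excitation/450 nm emission; a per-plate six-point 4-MU standard curve converted signals to dye-equivalent concentration at each compound concentration.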
Fluorescein autfl: compound autofluorescence in fluorescein spectral region. Compound autofluorescence, 480/540 nm, fluorescein-equivalent; hits give high values. max fluorescein-equivalent concentration, M. 59,000 compounds, 0.91% hits; in the data active means max fluorescein-equivalent concentration above about 10 nM; inconclusive means between about 1.1 nM and that limit
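Normalized response (dye-equivalent concentration) derives from comparing each well's 540 nm emission, under 480 nm excitation, with plate-resident fluorescein standards. Compounds were held in 100 mM Tris, pH 8.0, for 15 min at room temperature.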
HADH2 inh: inhibitors of human HADH2 dehydrogenase | recombinant HADH2, NADH fluorescence, beta-hydroxybutyryl-CoA | Potency, µM (highest dose often 57.1 µM), inactives show at the top dose activity change, negative = inhibition, hits mostly inhibitors | 73,000 compounds, 3.4% hits | AID 886; further: potency means the concentration at half of the fitted maximal effect; on the % scale 0 is the no-effect control and ±100 the full control effect; nearly all actives have a fitted effect of over 60% in size; many of its hits are not listed in these tables
Target sequence (Q99714 whole entry, looked up, one chain of several): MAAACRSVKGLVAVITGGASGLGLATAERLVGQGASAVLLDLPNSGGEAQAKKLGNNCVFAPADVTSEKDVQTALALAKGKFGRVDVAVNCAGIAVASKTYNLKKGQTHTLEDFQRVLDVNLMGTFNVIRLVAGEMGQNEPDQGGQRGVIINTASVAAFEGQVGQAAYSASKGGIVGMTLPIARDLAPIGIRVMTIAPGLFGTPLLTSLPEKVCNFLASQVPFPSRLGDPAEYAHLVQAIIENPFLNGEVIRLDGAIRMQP
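Activity measured as NADH fluorescence gain (360/450 nm), taken as the change between first and last reads of a 4-min kinetic run. Conditions: pH 9.0 Tris buffer, 20 nM E. coli-expressed His-tagged enzyme, 1 mM NAD+, 90 uM beta-hydroxybutyryl-CoA; 15-min compound preincubation.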
TexasRed autofl: compound fluoresces in the Texas Red spectral region; 59,000 compounds, 0.06% hits; AID 587; max dye-equivalent concentration, M; Compound fluorescence, Texas Red channel, 547/618 nm; hits give high values; in the data active means max dye-equivalent concentration above about 10 nM; inconclusive means between about 1.1 nM and that limit
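Dye-equivalent concentrations come from scaling compound signal (ex 547, em 618 nm) to six Texas Red standard concentrations run on every plate, after 15 min room-temperature incubation in pH 8.0 Tris (100 mM).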
Hsp90 Hop PPI: changes Hsp90-Hop TPR2A binding signal, up or down; Potency, µM (series often up to 57 µM), without a hit: at the top dose activity change, negative = inhibition; 71,000 compounds, 0.44% hits; AlphaScreen TPR2A-His6 binding biotin-Hsp90 C-terminal peptide; AID 595; active means well fitted curve in either direction with a large enough effect; inconclusive means small, poorly fitted or top-dose-only effect, or another doubt; further: potency means the concentration at half of the fitted maximal effect; on the % scale 0 is the no-effect control and ±100 the full control effect; many of its hits are not listed in these tables
* = called active by the depositor; i = inactive; ? = inconclusive; · = no result given; [ ] = dose if it differs, or a comment. Unless noted, the call rests on the fitted dose curve; in most records, active means well fitted curve in the direction sought with a large enough effect; inconclusive means small, poorly fitted or top-dose-only effect, or another doubt; inactive means no such curve, though single readings can be large; an effect the other way counts as inactive or inconclusive. The list is partial. The share of hits here may be higher or lower than overall.

SMILES | 15-hLO inh | Rhodamine fluor | HBB splice mod | Epigenetic mod | Ub-GFP proteasome | Pol III holo inh | 4-MU autofl | Fluorescein autfl | HADH2 inh | TexasRed autofl | Hsp90 Hop PPI
CCCCc1c(C)c2ccc(OCC(C)=O)cc2oc1=O | · | i | · | -6.5%[20.6 µM] | · | · | 5.67e-08M* | i | · | i | ·
COc1ccc(OC)c(CNC(=O)COc2cc(=O)n(C)c3ccccc23)c1 | -3.2% | i | 0.5% | -1.2% | 15.3% | -10.2% | i | i | 0.4% | i | -0.5%
O=C(O)CSc1ncccc1[N+](=O)[O-] | -4.7%[11.4 µM] | i | 1.8%[9.22 µM] | 0.0%[9.22 µM] | -6.4%[9.17 µM] | -4.6%[11.4 µM] | i | i | -7.1%[11.4 µM] | i | -4.7%[11 µM]
O=C(CN1CCC(n2nnc3cc(C(F)(F)F)ccc32)CC1)N1CCc2ccccc21 | 1.7% | i | 0.1%[57.5 µM] | 1.2% | -1.0% | -1.3% | i | i | -5.8% | i | -2.2%
O=C(CN1C(=O)c2cccc3cccc1c23)NCC1CCCO1 (stereo unspecified) | 5.1% | i | 1.6% | -4.3% | -0.2% | -5.9% | 3.73e-08M* | i | 6.6% | i | -1.8%
CCN(CC)S(=O)(=O)c1ccc2[nH]c(=O)[nH]c2c1 | 1.1% | i | 1.4% | 3.3% | 5.3% | -5.0% | i | i | -7.5% | i | -4.5%
CNC(=O)[C@@H]1C[C@H]1[C@@H](NC(=O)OCc1ccccc1)c1ccccc1 | 4.8% | · | 0.2% | · | · | -5.9% | · | · | -0.7% | · | -0.5%
CC(CN1CCOCC1)OC(=O)c1ccc2c(c1)OCCO2 (stereo unspecified) | -14.0% | i | 1.2% | 1.2% | 2.0% | 4.0% | i | i | 15.5% | i | 2.2%
Cn1c(CNc2nc(-c3ccccc3)cs2)nnc1SCC(=O)N1CCc2ccccc21 | -13.6% | i | -1.9% | 0.0% | -2.5% | -4.2% | i | ? | 0.8% | i | -3.9%
O=C(NCc1ccncc1)c1cnccn1 | 5.7% | i | 0.7% | 3.4% | -0.1% | -1.6% | i | i | -7.1% | i | -7.8%
CCCn1c(=NC(=O)c2ccc3c(c2)OCO3)c(C#N)cc2c(=O)n3cccc(C)c3nc21 | 1.7% | i | 4.4%[57.5 µM] | -2.2% | 2.4% | 2.4% | 3.29e-08M* | ? | 8.7% | i | 0.3%
COC1=CC(=O)CC(C)C12Oc1c(Cl)c(OC)cc(OC)c1C2=O (stereo unspecified) | 1.9%[25.6 µM] | i | · | -3.2%[20.6 µM] | · | · | 2.24e-08M* | ? | · | i | ·
O=c1[nH]c(SCc2ccc(Cl)cc2)nc2c1CCC2 | -0.2% | i | -1.6% | 0.0% | 0.0% | -6.7% | i | i | 2.9% | i | -0.4%
CCOc1nc(C)ccc1-c1noc(-c2ccncc2)n1 | -8.5% | i | 1.2% | 0.0% | -5.7% | -5.0% | i | i | -1.3% | i | 1.7%
CCOC(=O)C1CCCCN1C(=O)CCc1c(C)nc2cc(-c3ccccc3)nn2c1C (stereo unspecified) | -6.3% | · | -0.3% | · | -5.7% | -4.5% | · | · | 6.4% | · | 2.5%[2.3 µM]
CCc1cc(=O)oc2cc(OC(C)C(=O)O)c(Cl)cc12 (stereo unspecified) | 4.7% | i | -0.2%[57.5 µM] | 2.1% | -4.3% | -2.8% | 2.53e-08M* | i | ? | i | -1.3%
CCc1ccccc1NC(=O)CC(O)(C(=O)OC)C(F)(F)F (stereo unspecified) | -2.8% | i | -0.7% | 0.0% | 8.1% | -4.1% | i | ? | 7.2% | ? | 1.6%
O=C(O)c1ccc(C(=O)O)c2c(C(=O)O)ccc(C(=O)O)c12 | 10.7%[11.4 µM] | i | -1.0%[9.22 µM] | 2.2%[9.22 µM] | 2.8%[9.17 µM] | -10.2%[11.4 µM] | i | ? | 1.0%[11.4 µM] | i | 2.7%[11 µM]
c1cn(CCCNc2ncnc3sc4c(c23)CCC4)cn1 | 15.5% | · | -3.0% | 3.6% | -4.3% | -2.9% | · | · | -5.6% | · | -22.8%
Cc1ccc(NC2=CC(=O)CC(C)(C)C2)cc1C | -2.3% | · | -3.1% | 0.0% | -6.2% | -4.2% | · | · | -2.3% | · | 0.4%
C#CC(CO)N(CCN(Cc1ccccc1)C(C#C)CO)Cc1ccccc1 (stereo unspecified) | -10.6% | · | -2.6% | 0.9% | 8.2% | 5.2% | · | · | -3.1% | · | -4.1%
COc1ccc(Cc2nnc(SCC(=O)NCC3CCCO3)o2)cc1 (stereo unspecified) | -1.1% | i | · | 0.0% | -1.1% | -3.8% | i | i | 7.0% | i | 1.0%
COC(=O)Cc1csc(Nc2c(C)n(C)n(-c3ccccc3)c2=O)n1 | 6.8% | i | -0.5% | -0.7% | 2.6% | -4.0% | i | i | 1.5% | i | -3.5%
O=C(Nc1cccc(NC(=O)N2CCN(c3ccccc3)CC2)c1)N1CCN(c2ccccc2)CC1 | -1.9% | i | · | 3.4% | 7.4% | -5.5% | i | i | 11.6% | ? | -25.2%
CCOc1ccc(Nc2oc(-c3cccs3)nc2C#N)cc1 | -18.9% | i | -0.9% | -2.7% | 6.3% | -3.0% | 1.24e-07M* | i | ? | i | -17.7%
O=C(O)C(Sc1ccc(Cl)cc1)Sc1ccc(Cl)cc1 | 0.6%[11.4 µM] | i | 0.2%[9.22 µM] | 0.0%[9.22 µM] | -0.5%[9.17 µM] | -16.6%[11.4 µM] | i | i | 0.9%[11.4 µM] | i | -0.3%[11 µM]
CCC(c1nnnn1Cc1ccco1)N(Cc1cc2cc(OC)ccc2[nH]c1=O)C1CCCCC1 (stereo unspecified) | ? | i | 0.3%[57.5 µM] | 0.0% | -1.0% | -2.2% | 2.2e-08M* | i | ? | ? | -15.2%
COc1cc(C)c(Cl)cc1S(=O)(=O)NCc1ccncc1 | 2.1% | i | -1.9% | 0.0% | -2.2% | -6.1% | i | i | 3.9% | i | -3.4%
O=C(NCCc1ccccn1)c1n[nH]c(=O)c2ccccc12 | 5.6% | i | -0.4%[57.5 µM] | 3.3% | -4.6% | -3.2% | i | i | -8.3% | i | -1.6%
CCOc1ccc2nc(N3CCC(C(=O)Nc4nnc(CC)s4)CC3)sc2c1 | 4.8% | · | -0.3% | 1.4% | 14.1% | -0.7% | · | · | -3.4% | · | -4.3%

3 entries already listed, arranged by the value under HADH2 inh, largest number first:
molecule	15-hLO inh	Epigenetic mod	Ub-GFP proteasome	Pol III holo inh	4-MU autofl	HADH2 inh	TexasRed autofl	Hsp90 Hop PPI
Cn1c(CNc2nc(-c3ccccc3)cs2)nnc1SCC(=O)N1CCc2ccccc21	-13.6%	0.0%	-2.5%	-4.2%	i	0.8%	i	-3.9%
COc1ccc(OC)c(CNC(=O)COc2cc(=O)n(C)c3ccccc23)c1	-3.2%	-1.2%	15.3%	-10.2%	i	0.4%	i	-0.5%
CCOc1nc(C)ccc1-c1noc(-c2ccncc2)n1	-8.5%	0.0%	-5.7%	-5.0%	i	-1.3%	i	1.7%

Further records.
SMILES | 15-hLO inh | Rhodamine fluor | HBB splice mod | Epigenetic mod | Ub-GFP proteasome | Pol III holo inh | 4-MU autofl | Fluorescein autfl | HADH2 inh | TexasRed autofl | Hsp90 Hop PPI
N#Cc1cc(Cl)c(N2CCOCC2)cc1C#N | -3.2% | i | · | 3.4% | -3.9% | -5.5% | i | i | -1.1% | i | -5.0%
Cc1nc2sc(C(c3ccco3)N3CCN(c4ccc(F)cc4)CC3)c(O)n2n1 (stereo unspecified) | -3.8% | · | 0.3% | · | 6.5% | -25.3% | · | · | -2.4% | · | -4.7%
O=C1c2ccccc2C(=O)N1c1ccccc1S(=O)C(F)(F)F (stereo unspecified) | 1.6% | i | 1.5%[57.5 µM] | -1.6% | -9.6% | -1.8% | i | ? | -1.4% | i | 3.6%
O=C(O)CC(CNS(=O)(=O)c1ccccc1)c1ccccc1 (stereo unspecified) | 1.8% | · | 0.2% | · | 9.5% | -5.9% | · | · | 7.7% | · | -2.8%
COC(=O)c1c(N2C(=O)CCC2=O)sc2c1CCCC2 | 3.9% | · | -0.1% | -2.3% | -12.5% | 2.0% | · | · | 6.0% | · | -3.1%
CN(C)S(=O)(=O)c1cccc(C(=O)OCC(=O)N2c3ccccc3NC(=O)C2(C)C)c1 | 5.8% | i | -0.3%[57.5 µM] | 9.0% | -1.3% | 1.3% | i | ? | -1.3% | ? | 1.9%
